Assay outcomes from PubChem BioAssay.
CIT2-GFP yeast = modulators of CIT2-GFP expression in yeast, primary screen, S. cerevisiae, GFP fusion, multiplex flow cytometry, MLPCN library. S. cerevisiae CIT2-GFP strain, 3 h; 100 means same as DMSO wells. GFP response vs DMSO, % at 10 µM. 320,000 compounds, 0.065% hits. AID 2029, 2009;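 active = GFP response relative to DMSO above a set limit, near the screen mean plus 3 SD, cut at about 150% in these data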;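 also: ratio of well median GFP fluorescence to mean of DMSO wells on the plate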
VLA-4 inh = inhibition in human VLA-4 binding assay, primary screen, VLA-4 allosteric modulator project, MLPCN library, flow cytometry, VLA-4 expressing cells; Integrin alpha-4 (Homo sapiens), P13612; ligand binding flow cytometry; inhibition, % (about 7 µM as worked out from the volumes in the protocol); 330,000 compounds, 0.2% hits; AID 2557, 2010; in the data active = inhibition above about 50%
GRK2 aptamer HTS = compounds blocking aptamer binding on GRK2 – biochemical, human GRK2, bead flow cytometry, HTS, primary screen; Beta-adrenergic receptor kinase 1 (Homo sapiens), P25098; FAM-aptamer displacement from GRK2; inhibition of aptamer binding, % at 10 µM; 330,000 compounds, 0.59% hits; AID 488847, 2010;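 active = inhibition of aptamer binding above 40%, roughly 3 SD of noise, on plates passing a quality check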;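 also: median bead fluorescence of bound FAM aptamer so fluorescent compounds give negative values; no value below 0 was filed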
Target sequence (P25098 whole entry, looked up): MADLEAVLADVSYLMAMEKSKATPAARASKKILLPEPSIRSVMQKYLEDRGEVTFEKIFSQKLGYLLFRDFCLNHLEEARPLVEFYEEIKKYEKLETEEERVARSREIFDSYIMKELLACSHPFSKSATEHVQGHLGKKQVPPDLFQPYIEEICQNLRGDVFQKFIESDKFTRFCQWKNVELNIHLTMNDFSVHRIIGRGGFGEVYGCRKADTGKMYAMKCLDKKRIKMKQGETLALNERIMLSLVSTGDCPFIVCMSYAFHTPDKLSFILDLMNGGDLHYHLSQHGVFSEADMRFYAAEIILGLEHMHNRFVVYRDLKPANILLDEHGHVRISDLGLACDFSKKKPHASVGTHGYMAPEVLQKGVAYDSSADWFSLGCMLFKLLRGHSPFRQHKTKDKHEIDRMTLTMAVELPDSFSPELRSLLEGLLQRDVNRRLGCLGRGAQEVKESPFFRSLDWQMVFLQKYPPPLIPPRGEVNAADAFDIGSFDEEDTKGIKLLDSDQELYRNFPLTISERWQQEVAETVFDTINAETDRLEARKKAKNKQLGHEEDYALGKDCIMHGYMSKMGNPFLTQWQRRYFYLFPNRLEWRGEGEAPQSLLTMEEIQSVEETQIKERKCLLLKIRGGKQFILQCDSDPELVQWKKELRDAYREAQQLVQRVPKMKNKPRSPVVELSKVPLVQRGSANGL
GLD-1 TGE inh = GLD-1/TGE RNA complex disruptors, primary screen, biochemical, fluorescence polarization; Female germline-specific tumor suppressor gld-1 (Caenorhabditis elegans), Q17339; purified GLD-1 + fluorescein TGE RNA; inhibition, % at 5.96 µM; 320,000 compounds, 0.44% hits; AID 2280, 2010;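 active = percent inhibition above a per-plate cutoff, the plate mean of test compounds plus 3 SD, cut at about 30% in these data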;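 also: 0% = DMSO wells with GLD-1 and probe and 100% = wells lacking GLD-1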
MCL1-BIM inh = inhibitors of MCL1 binding to BIM-BH3, primary screen, biochemical, fluorescence polarization; 320,000 compounds, 0.68% hits; inhibition, % at 10.9 µM; GST-MCL1 / FITC-Bim-BH3 fluorescence polarization; AID 2057, 2009; Induced myeloid leukemia cell differentiation protein Mcl-1 (Homo sapiens), Q07820;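 active = inhibition above the mean inhibition of all tested compounds plus 3 SD, set per campaign, cut at about 40% in these data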;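 also: 0% = DMSO wells and 100% = unlabeled Bim-BH3 peptide control; higher means more loss of mP so more displacement of Bim peptide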
Target sequence (Q07820 whole entry, looked up): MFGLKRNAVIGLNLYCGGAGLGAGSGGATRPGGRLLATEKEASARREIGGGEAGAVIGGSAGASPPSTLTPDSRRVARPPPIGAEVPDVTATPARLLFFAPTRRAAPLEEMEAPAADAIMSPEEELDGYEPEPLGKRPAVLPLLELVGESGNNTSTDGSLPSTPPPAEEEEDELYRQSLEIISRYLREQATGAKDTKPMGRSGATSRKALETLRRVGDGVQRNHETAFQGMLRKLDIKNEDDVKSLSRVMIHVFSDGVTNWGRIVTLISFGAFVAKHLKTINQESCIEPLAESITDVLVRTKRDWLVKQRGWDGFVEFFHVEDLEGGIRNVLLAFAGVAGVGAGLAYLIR
MEX-5 binding = MEX-5 zinc finger RNA-binding disruptors – biochemical, C. elegans, fluorescence polarization, MLPCN library, primary screen; activity score (negative = inhibition of binding), % at 10 µM; MEX-5/FITC-TCR2 RNA binding; hits give low values; Zinc finger protein mex-5 (Caenorhabditis elegans), Q9XUB2; 300,000 compounds, 0.38% hits;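 active = inhibition past about -25% in most replicates, and total fluorescence under double the plate's negative control median, limit read from the data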;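 also: 0% = DMSO and -100% = 5 µM competing unlabeled TCR2 RNA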
CR mimetic SO = reduction of superoxide in aged yeast, primary screen, HTS. S. cerevisiae aged cells, superoxide DHE fluorescence; hits give low values. superoxide response (% of plate mean), % at 10 µM. 330,000 compounds, 0.18% hits;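 active = superoxide response under a set limit, about three screen SD below normal, cut at about 65% in these data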;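 also: yeast aged for seven days with compound at 30 °C before DHE staining; 100% = average MFI of all compound-treated wells on the plate with controls excluded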
AGP1-GFP MLPCN = modulators of AGP1-GFP expression in yeast TOR pathway, primary screen, cell-based, multiplex flow cytometry, S. cerevisiae, MLPCN library; 320,000 compounds, 0.02% hits; GFP response vs DMSO, % at 10 µM; AID 2066, 2009; 3 h; GFP as percent of DMSO wells;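 active = GFP response relative to DMSO above a set limit, near screen average plus 3 SD, cut at about 150% in these data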;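 also: median GFP channel fluorescence of the gated AGP1 strain per well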
BCLXL inh = inhibitors of human Bcl-xL, primary screen, biochemical, fluorescence polarization, HTS; GST-Bcl-xL / FITC-Bim BH3 peptide fluorescence polarization; inhibition, % at 10.9 µM; 320,000 compounds, 0.7% hits; AID 2129, 2009;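 active = inhibition above the mean of all tested compounds plus 3 SD, cutoff set per campaign, cut at about 30% in these data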;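 also: 0% = DMSO wells and 100% = unlabeled Bim-BH3 peptide competitor; inhibitors lower millipolarization by displacing the labeled peptide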
Starred values were filed as active, the others as inactive; . = no result given.

SMILES	CIT2-GFP yeast	VLA-4 inh	GRK2 aptamer HTS	GLD-1 TGE inh	MCL1-BIM inh	MEX-5 binding	CR mimetic SO	AGP1-GFP MLPCN	BCLXL inh
Cc1cccc(-c2n[nH]c(=S)n2-c2ccccc2)c1[N+](=O)[O-]	90	-16	0	0	-1	0.1	106	100	-6
Cc1c(/C=N\NC(=O)C2(C)CC2(Cl)Cl)cnn1C (centres undefined)	109	-4	0	-2	-7	1.8	122	101	3
NC(=O)c1cc(S(=O)(=O)NCCc2ccccc2)cs1	97	4	0	0	-5	2.3	83	97	-2
CCc1ccc(NC(=O)N(Cc2ccco2)C(C)c2cccs2)cc1 (centres undefined)	95	9	1	11	6	1.7	82	98	5
CCCCCOc1ccc(C(=O)CCC(=O)Nc2ccc(NC(C)=O)cc2)cc1	106	-19	3	6	-8	1.2	95	102	-1
COc1cc(/C=N/NC(N)=O)ccc1OC(=O)c1cccs1	106	17	5	1	1	1.6	110	108	4
COc1cccc(N/C=C/C(=O)c2ccc(OC)c(OC)c2)c1	92	6	0	-5	-2	1.8	96	90	-1
COc1ccc(NC(=O)CCc2ccccc2)cc1NC(=O)c1ccco1	88	19	0	10	0	-0.1	120	91	2
CNS(=O)(=O)c1cccc(C(=O)OCC(=O)NC(C)CCc2ccccc2)c1 (centres undefined)	91	3	0	-6	-10	0.7	86	93	-6
COc1ccc(NC(=O)Nc2cc(C(=O)O)ccc2N2CC3CC(C2)c2cccc(=O)n2C3)c(OC)c1 (centres undefined)	105	-4	0	6	16	-1.0	93	81	10
Cc1cccc(NC(=O)C(=O)N/N=C/c2ccncc2)c1	100	5	0	7	-3	-0.4	90	105	-2
Cc1nn(C)c(C)c1CN(C)S(=O)(=O)c1ccc2ccccc2c1	88	8	0	3	-6	.	95	96	1
CCOc1nc(Nc2ccc([N+](=O)[O-])cc2)nc(NC(C)(C)C)n1	104	0	1	3	3	-1.3	101	107	4
Cc1cc(C(=O)N/N=C2\CC(=O)c3ccccc32)c(C)n1-c1ccccc1	107	2	0	7	11	-1.3	103	108	8
NC(=O)C1=C[C@H](c2coc3ccccc3c2=O)C[C@H](OCCCCO)O1	122	3	0	6	5	-2.3	95	93	0
COCC(C)n1c(SCC(=O)Nc2sccc2C(N)=O)nc2ccccc2c1=O (centres undefined)	82	2	1	4	1	.	79	91	1
COC(=O)C1CCN(C(=O)CSc2ccccc2)CC1	104	-3	1	4	1	0.3	93	99	0
O=C1c2ccccc2C(=O)N1Nc1ccccc1	105	-4	2	-6	-4	-0.1	89	99	-2
O=C(N/N=C/c1ccc(Sc2ccccn2)o1)c1cc2ccccc2cc1O	98	8	2	-4	-1	.	83	101	1
COc1ccc(CCNC(=O)COC(=O)c2ccco2)cc1OC	99	18	0	-2	5	1.5	92	101	0
Cc1ccccc1C(=O)Nc1cc(C(F)(F)F)ccc1-n1cncn1	103	0	1	4	-19	.	79	103	-11
O=C(COc1c(F)c(F)cc(F)c1F)NC(=O)NC1CCCC1	86	21	3	4	5	0.7	87	101	-1
COCCCNC(=S)Nc1c(C)cc(C)cc1C	94	-10	0	-6	8	-0.7	98	101	-1
COc1ccc(S(=O)(=O)N2CCCCCC2)cc1C(=O)N(CC(C)C)C1CCS(=O)(=O)C1 (centres undefined)	101	6	0	0	-10	-0.2	109	108	0
CC(Sc1cnc2ccccc2n1)C(=O)O (centres undefined)	88	15	1	-1	14	-4.6	101	103	5
O=C(CN1CCCc2ccccc21)NCCc1ccc(F)cc1	97	1	20	-8	7	-2.0	106	100	12
Cc1ccc(S(=O)(=O)NCC(=O)N(CC(=O)NCC2CCCO2)Cc2ccco2)cc1 (centres undefined)	95	10	0	5	7	0.3	107	96	8
Cc1ccc(N(C(=O)CNC(=O)c2ccco2)C(C(=O)NC2CCCCC2)c2ccncc2)cc1F (centres undefined)	100	6	2	5	4	-0.7	111	100	2
COc1cc(OC)cc(C(=O)NC(c2ccccc2)c2ccccc2)c1	96	5	0	9	13	2.6	100	100	26
CSc1nnc(-c2ccc([N+](=O)[O-])cc2)o1	94	-1	0	-3	-4	1.2	94	96	3
O=C(NCCc1ccccc1F)C1CCC(=O)N(Cc2ccccc2F)C1 (centres undefined)	97	13	2	1	-1	2.6	79	102	4
COc1ccccc1N=c1scc(-c2ccc3c(c2)NC(=O)CO3)n1CC1CCCO1 (centres undefined)	82	11	0	2	-1	-0.2	96	90	4
O=C(CSc1nc2[nH]c(=O)cc(O)c2s1)Nc1ccc(Br)cc1	88	-6	0	-5	-5	.	78	87	2
c1ccc2sc(Sc3ncnc4sccc34)nc2c1	96	-5	0	3	1	-8.9	96	101	1
Cc1ccc2[nH]cc(C(=O)CN3CCN(c4ccccc4F)CC3)c2c1	97	-2	1	6	3	-3.5	103	104	3
COc1ccc(N(CC(=O)Nc2cc(C)ccc2C)S(=O)(=O)c2ccccc2[N+](=O)[O-])c(OC)c1	87	10	3	-6	1	2.2	94	.	-1
COc1ccc(CCNC(=O)c2cc(CC(C)C)on2)cc1OC	108	-12	2	2	-2	1.7	96	101	-5
O=C(NCc1cccnc1)c1cc2ccccc2oc1=O	100	-3	0	8	5	-0.3	94	99	0
CC(C(=O)N1CCOCC1)c1ccccc1 (centres undefined)	108	-8	0	-3	6	.	93	105	4
COc1ccc(-c2csc3nc(C)nc(N4CCC(C)CC4)c23)cc1OC	102	-2	0	-2	7	0.8	84	101	1
Cc1cc(C)c(NC(=O)C2c3ccccc3Oc3ccccc32)c(C)c1	100	-1	0	13	13	0.1	98	93	15
Cc1ccc(SCCC(=O)OCC(=O)Nc2ncc(Cl)cc2Cl)cc1	104	-2	2	1	16	-0.9	78	90	10
O=C(CSc1nnc(-c2ccccc2)c(-c2ccccc2)n1)NC1CCS(=O)(=O)C1 (centres undefined)	104	-3	2	3	3	-0.5	104	105	25
COc1cc2ncnc(NCCc3ccccc3)c2cc1OC	101	6	0	-1	4	1.7	98	106	6
Cc1nnc(NN2CCOCC2)[nH]c1=O	85	14	0	2	7	-0.5	87	99	5
CCOCCn1c(=NC(=O)CSCC(=O)Nc2cc(C)on2)sc2cc(OC)ccc21	.	13	0	-4	-3	0.0	102	92	0
Cc1cc2ccccc2c(=O)n1CC(=O)N(C)c1ccc(F)cc1	77	-3	0	-9	8	-1.1	108	88	7
O=C(CN1C(=O)c2ccccc2S1(=O)=O)c1ccc(F)c(F)c1	89	5	1	4	1	-0.7	98	96	4
Cc1cccc(Cn2cnc3c(NS(C)(=O)=O)c(C)c(C)cc32)c1	91	5	0	-2	10	-1.2	112	98	4
COc1ccc(-n2nc3c(N4CCC(C(=O)NCc5ccccc5)CC4)nnc(C)c3c2C)cc1	95	-3	0	-5	-35	0.4	82	99	-10
Cc1ccc(C)c(NC(=O)COC(=O)c2ccc[n+]([O-])c2)c1	109	-9	0	-3	.	.	93	99	.
Cc1ccccc1NC(=O)c1cc(S(=O)(=O)N2CCOCC2)cn1C	103	-6	0	4	-1	2.7	88	99	0
CC(C)(C)OC(=O)N1CCC(C(=O)Nc2cccc(C(=O)N3CCOCC3)c2)CC1	89	-14	0	7	.	.	99	91	.
Cc1ccsc1C(=O)Nc1cc(C(C)(C)C)nn1-c1ccccc1	100	-2	1	7	-11	-0.5	102	82	-4
N#Cc1nc(-c2cccs2)oc1NCc1ccccc1Cl	82	3	2	7	6	3.1	94	78	7
Cc1ccc(NC(=O)CN2CCCC2)cc1Br	95	10	0	2	-8	-1.0	105	100	-1
COc1ccc(C(O)Cn2ccsc2=NC(C)=O)cc1 (centres undefined)	114	2	0	4	7	3.9	96	100	6
CCCCOc1cc(C)nc(NCc2ccccc2)n1	97	-10	6	2	-5	2.2	121	87	3
CS(=O)(=O)c1ccccc1-c1nc(-c2cc(C(F)(F)F)cc(C(F)(F)F)c2)no1	102	1	0	10	-5	-2.6	100	102	-1
COc1cccc(-n2c(SCC(=O)NC(C)(C)C)nnc2-c2ccoc2C)c1	91	5	2	-7	2	-4.6	102	101	-2

Remaining list, next part.
SMILES	CIT2-GFP yeast	VLA-4 inh	GRK2 aptamer HTS	GLD-1 TGE inh	MCL1-BIM inh	MEX-5 binding	CR mimetic SO	AGP1-GFP MLPCN	BCLXL inh
CCOc1ccc(NC(=O)CN(C)C(=O)c2ccc(N3CCCCC3)c([N+](=O)[O-])c2)cc1OCC	84	5	0	7	-2	0.1	102	96	-1
COc1ccc2c(CC(=O)N[C@@H](Cc3c[nH]c4ccccc34)C(=O)O)cc(=O)oc2c1	93	2	6	-84	5	0.8	90	85	6
COc1cc(NC(=O)NCC2CCN(Cc3ccccc3C)CC2)cc(OC)c1OC	107	6	0	.	.	0.5	101	111	.
COC(=O)C1=C(C(=O)OC)[C@@H]2N(Cc3ccccc3)c3ccccc3[C@@]23C[C@@H](C(=O)OC)N(C(=O)CC(C)C)C3=N1	67	-3	0	9	6	-0.1	93	85	8
CCC(C)[C@H](NC(=O)Nc1ccc(S(N)(=O)=O)cc1)C(=O)O (some centres undefined)	110	6	0	2	0	-1.6	110	105	4
O=C(COc1ccc(=O)n(-c2ccccc2)n1)Nc1ccccc1	81	4	1	2	4	3.9	109	81	2
O=C(CNC(=O)c1ccc(Cl)cc1)OCCN1C(=O)c2ccccc2C1=O	102	9	0	3	-7	.	89	98	1
O=C(CCN1C(=O)c2ccccc2S1(=O)=O)NCc1ccco1	105	4	2	2	-1	1.1	89	108	2
O=C(Cc1cccc(C(F)(F)F)c1)OCC(=O)N1CCN(S(=O)(=O)c2ccc(Cl)cc2)CC1	87	-2	2	0	-4	2.4	100	94	-1
C[C@H](NC(CCc1ccccc1)C(=O)O)C(=O)N1CCC[C@H]1C(=O)O (some centres undefined)	95	31	0	2	10	-1.4	105	94	2
Cc1cccc(C)c1N=C1NN=C(c2ccccc2F)CS1	99	-4	0	7	6	-0.2	101	101	1
Cc1ccccc1CC(=O)Nc1ccc(S(=O)(=O)N2CCN(C)CC2)cc1	96	-18	4	-4	0	2.4	117	95	1

Of the compounds above, 3 have a CF3 group.
SMILES	CIT2-GFP yeast	VLA-4 inh	GRK2 aptamer HTS	GLD-1 TGE inh	MCL1-BIM inh	MEX-5 binding	CR mimetic SO	AGP1-GFP MLPCN	BCLXL inh
Cc1ccccc1C(=O)Nc1cc(C(F)(F)F)ccc1-n1cncn1	103	0	1	4	-19	.	79	103	-11
CS(=O)(=O)c1ccccc1-c1nc(-c2cc(C(F)(F)F)cc(C(F)(F)F)c2)no1	102	1	0	10	-5	-2.6	100	102	-1
O=C(Cc1cccc(C(F)(F)F)c1)OCC(=O)N1CCN(S(=O)(=O)c2ccc(Cl)cc2)CC1	87	-2	2	0	-4	2.4	100	94	-1

An unsorted share of the library; overall some 2.1% were active at least once.
